HTR5A inv ag: HTR5A inverse agonism, opioid heterodimer counter-screen; HTR5A cell line, luminescence; inhibition, % at 9.3 µM; 0.083% of 340,000 active; in the data active = inhibition mostly above about 23%, no sharp cut-off; inactive = mostly below about 18%;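 also: 0% = cells with DMSO and 100% = no-cell wells with DMSO; some compounds called inactive have numbers as strong as hits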
Target sequence (P47898 whole entry, looked up): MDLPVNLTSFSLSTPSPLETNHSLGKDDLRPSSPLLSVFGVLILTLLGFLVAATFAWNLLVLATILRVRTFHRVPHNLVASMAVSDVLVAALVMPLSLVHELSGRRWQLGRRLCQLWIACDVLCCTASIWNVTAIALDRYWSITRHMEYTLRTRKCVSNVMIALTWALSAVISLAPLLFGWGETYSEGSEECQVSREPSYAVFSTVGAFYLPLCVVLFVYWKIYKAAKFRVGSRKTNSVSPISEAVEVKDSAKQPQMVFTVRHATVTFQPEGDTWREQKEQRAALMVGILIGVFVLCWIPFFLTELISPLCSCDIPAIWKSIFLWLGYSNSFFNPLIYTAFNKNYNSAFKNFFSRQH
dFosB act: activators of mouse delta FosB homodimer. purified delta FosB, TAMRA-CDK5 oligo fluorescence polarization; percent of positive-control signal above neutral wells. activation, % at 25 µM. P13346. 0.99% of 340,000 active;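 active = mean activation above about 17%, with every replicate also reaching it, limit read from the data, passing the limit was not always enough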;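 also: fluorescence polarization rise as delta FosB binds a TAMRA Cdk5 AP-1 oligo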
Target sequence (P13346 whole entry, looked up): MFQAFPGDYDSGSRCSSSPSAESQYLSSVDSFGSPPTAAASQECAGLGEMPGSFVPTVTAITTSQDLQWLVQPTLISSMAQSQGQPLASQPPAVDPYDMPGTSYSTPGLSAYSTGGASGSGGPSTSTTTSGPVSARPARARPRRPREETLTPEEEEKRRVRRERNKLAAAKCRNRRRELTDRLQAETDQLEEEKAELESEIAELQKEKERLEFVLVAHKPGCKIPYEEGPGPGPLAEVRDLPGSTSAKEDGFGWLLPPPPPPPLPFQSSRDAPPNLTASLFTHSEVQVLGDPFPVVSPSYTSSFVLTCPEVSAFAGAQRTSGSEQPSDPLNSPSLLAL
V-ATPase pHluor: yeast V-ATPase proton transport regulation by pHLuorin; response, % at 10 µM; 0.37% of 350,000 active; S. cerevisiae, pHLuorin cytosolic pH fluorescence; in the data active = response mostly above about 7.3%, no sharp cut-off; inactive = mostly below about 5.4%; also: actives read high; inactives centre near 0; some compounds called inactive have numbers as strong as hits; reference of the scale not given here
NSD2 inh: NSD2 (human) methyltransferase inhibition | O96028 | NSD2 peptide methylation, AlphaScreen, 120 min | inhibition, % at 12.5 µM | 0.54% of 310,000 active | AID 743445; in the data active = inhibition above about 50%
PvdQ acylase: blocks Pseudomonas aeruginosa PvdQ acylase activity; purified PvdQ acylase, fluorescence plate reader; inhibition, % at 10 µM; 0.063% of 340,000 active; AID 488965; in the data active = inhibition above about 30%, passing the limit was not always enough;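 also: 0% = vehicle neutral wells and 100% = reference inhibitor wells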
HTR5A ag ctr: counter-screen for OPRM1-OPRD1 agonists: human HTR5A agonism | 0.61% of 340,000 active | HTR5A agonist assay, luminescence, cell-based | activation, % at 9.3 µM | P47898; in the data active = activation mostly above about 9.5%, no sharp cut-off; inactive = mostly below about 7.6%;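 also: 0% = cells with vehicle only and 100% = reference agonist; strong numbers were not always called active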
Wnt act: activates Wnt/beta-catenin signaling in a reporter cell assay; 1.2% of 300,000 active; activation, % at 9.35 µM; activator, plate reader; in the data active = activation above about 30%, passing the limit was not always enough;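 also: 0% = neutral control wells and 100% = positive control wells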
SR-BI DiI inh: mouse SR-BI HDL lipid transfer inhibition; Q61009; ldlA[mSR-BI] CHO cells, DiI-HDL uptake fluorescence, 3 h; inhibition, % at 12.5 µM; 0.96% of 320,000 active;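 active = mean replicate inhibition of at least 70% and a set share of replicates each scoring 70 or more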;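 also: 0% = median of neutral control wells and 100% = median of positive control wells; values of inactives mirror those of a sister screen read the other way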
MITF act: MITF TRPM1 promoter activation in melanoma cells; activation, % at 12.5 µM; SK-MEL-5 TRPM1-promoter luciferase, 24 h; % of positive control, neutral wells = 0; 0.75% of 300,000 active;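 active = mean activation of at least 80% with every replicate also reaching 80%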;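 also: 0% = neutral control wells and 100% = parthenolide positive control wells; values of inactives mirror those of a sister screen read the other way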
CDK5 p35 inh: inhibitors of human CDK5/p35 kinase; 0.01% of 330,000 active; Recombinant CDK5/p35, ADP-Glo luminescence, 60 min; inhibition, % at 10 µM; Q00535+Q15078;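 active = highest replicate inhibition of at least 50% and at least 75% of replicates reaching 50%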;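 also: plate controls were DMSO neutral control for no effect and GW8510 at 10 µM for full effect; many of its hits are not listed in these tables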
Numbers without * were called inactive; . = not tested or not shown.

SMILES	HTR5A inv ag	dFosB act	V-ATPase pHluor	NSD2 inh	PvdQ acylase	HTR5A ag ctr	Wnt act	SR-BI DiI inh	MITF act	CDK5 p35 inh
Cc1ccc(S(=O)(=O)N[C@@H](Cc2ccccc2)C(=O)N2CCC(C(=O)N[C@@H](CC(C)C)C(=O)O)CC2)cc1	15	0	-2	-5	-8	-4	-1	-2	3	-0.3
N#CC1(NC(=O)COC(=O)c2nc(Cl)c(Cl)c(N)c2Cl)CCCCC1	13	-7	-3	-2	0	-5	-2	1	-6	-1.4
Cc1ccccc1S(=O)(=O)N1C[C@H]2CON(C)[C@H]2C[C@H]1c1cccc(-c2ccc(C#N)cc2)c1	26	-7	-4	.	-21	-8	-5	2	-6	0.6
CN(C)S(=O)(=O)c1cccc(-c2cn3ccccc3n2)c1	-16	7	2	-2	2	6	5	-6	21	0.6
CCC(=O)Nc1ccc(S(=O)(=O)Nc2ccccn2)cc1	-3	-2	-1	-2	7	1	4	-15	-4	-1.5
O=C(CSc1ccc2c(c1)OCCO2)Nc1ccc2c(c1)OCO2	14	7	-2	-1	-6	-6	-2	-7	8	0.2
COc1ccc(-c2nc3ccccc3s2)cc1NC(C)=O	-7	-17	6	-4	9	2	36*	12	68	0.5
COc1cccc(C(=O)NNC(=O)C(=O)Nc2ccc(C)c(Cl)c2)c1	-14	-2	-3	-4	-9	8	-1	3	-6	2.3
COc1cccc(NC(=O)C2CCCN(S(=O)(=O)c3cccc4nsnc34)C2)c1 (centres undefined)	-37	-8	-2	.	-6	-5	.	29	-8	-4.5
COc1ccc2nc(NCc3ccc(OC)c(OC)c3OC)sc2c1	14	-3	1	1	6	-4	2	44	.	0.2
CCOC(=O)N1CCN(C(=O)CSc2nc(=O)n3ccccc3n2)CC1	-3	-4	-2	13	-2	-1	0	-218	-3	1.9
COc1ccc(C(=O)C[n+]2cccc(C)c2C)cc1[N+](=O)[O-]	5	-3	-1	5	-15	3	-1	-9	17	-0.8
CCC(C)/C(C)=N/NC(=O)C1COc2ccccc2O1 (centres undefined)	4	4	4	-1	-13	1	-1	-221	-2	-1.0
COc1cccc(CNC(=O)Cn2ncc3c(=O)oc4ccccc4c32)c1	15	2	6	6	-5	-3	-2	2	3	-2.1
Cc1c(C#N)c(O)[nH]c(=O)c1N=Nc1ccc(Cl)c(C(=O)O)c1	6	2	0	6	-8	-2	2	-7	-2	0.9
CCOP(=O)(OCC)c1nc(-c2ccc(F)cc2)oc1NCc1ccccc1	6	-5	-2	-2	11	-2	-1	11	2	4.4
O=C(Nc1ccncc1)C1CCN(S(=O)(=O)c2cccs2)CC1	23	-2	-2	-25	-5	3	-1	-15	-15	1.3
CC(=O)Nc1cc2c3c(c1)CC(=O)N3CCC2	-6	6	1	-2	2	0	0	-16	7	-0.7
COc1ccc(N2CCN(S(=O)(=O)c3ccc(-n4cnnn4)c(C)c3)CC2)cc1	1	-4	10	5	-8	0	.	7	19	-1.1
COc1ccc(NS(=O)(=O)Cc2ccccc2Cl)cn1	11	-3	-1	-1	-12	-4	-4	-3	4	-0.9

Laid out differently: 3 of the compounds above.
| compound | HTR5A inv ag | dFosB act | V-ATPase pHluor | NSD2 inh | PvdQ acylase | HTR5A ag ctr | Wnt act | SR-BI DiI inh | MITF act | CDK5 p35 inh |
| --- | --- | --- | --- | --- | --- | --- | --- | --- | --- | --- |
| CCC(=O)Nc1ccc(S(=O)(=O)Nc2ccccn2)cc1 | -3 | -2 | -1 | -2 | 7 | 1 | 4 | -15 | -4 | -1.5 |
| COc1ccc2nc(NCc3ccc(OC)c(OC)c3OC)sc2c1 | 14 | -3 | 1 | 1 | 6 | -4 | 2 | 44 | . | 0.2 |
| CCOP(=O)(OCC)c1nc(-c2ccc(F)cc2)oc1NCc1ccccc1 | 6 | -5 | -2 | -2 | 11 | -2 | -1 | 11 | 2 | 4.4 |

(list continues)
SMILES	HTR5A inv ag	dFosB act	V-ATPase pHluor	NSD2 inh	PvdQ acylase	HTR5A ag ctr	Wnt act	SR-BI DiI inh	MITF act	CDK5 p35 inh
CC1CN(C(=O)COC(=O)Cc2c(F)cccc2Cl)CC(C)O1 (centres undefined)	-4	-6	2	-5	1	2	3	-22	-3	-0.3
CCOC(=O)C1(CCc2ccccc2)CCN(C(=O)C2CCCO2)CC1 (centres undefined)	2	-9	-3	0	-12	-1	2	53	13	-1.4
C/C(=N\NC(=O)c1ccccc1-n1cccc1)C1CC1	-29	-2	1	-2	11	5	.	-7	6	0.7
CCOc1ccccc1NC(=O)CSc1nnc(-c2ccncc2)o1	-13	0	4	-1	-6	4	3	-14	-3	0.0
O=C(NCC(c1ccco1)N1CCc2ccccc21)c1ccccc1Cl (centres undefined)	12	-4	-4	3	-10	-2	-2	29	7	-0.9
Cc1ccc(CNC(=O)C2CCN(C(=O)c3cccc(Cl)c3)CC2)cc1	-9	-8	-1	-1	-10	-2	-2	8	-10	0.2
CCOC(=O)c1ccc[n+](C(C)C(=O)c2ccc(-c3ccccc3)cc2)c1 (centres undefined)	-14	-5	2	11	8	4	-4	-3	-16	0.4
CCCc1ccc(C(=O)NNC(=O)c2ccc(Br)cc2)cc1	-1	-5	-2	-1	-7	0	.	-7	-8	1.8
CN(C)c1ccc(C(=O)OCC(=O)NCCNC(=O)COC(=O)c2ccc(N(C)C)cc2)cc1	18	-10	-2	17	-9	4	1	17	-2	0.3
CN(C)C(=O)N1CCNCC1	-5	-5	-3	28	-8	5	0	1	.	-1.2
CCOC(=O)CNC(=O)CSc1ccc(-c2nc3ccccc3[nH]2)cn1	5	-14	-4	0	-8	-1	3	-11	13	0.0
O=C(NCc1ccccc1)C(c1ccc(O)cc1)N(C(=O)Cn1nnc(-c2cccs2)n1)c1ccc2c(c1)OCCO2 (centres undefined)	28	3	-3	.	12	-5	.	1	-9	-0.3
CC1CCCC(NC(=O)C2COc3ccccc3O2)C1C (centres undefined)	0	2	-3	0	-7	-1	3	4	15	0.0
COc1cc(C#N)c(N=C(SCC#N)N2CCOCC2)cc1OC	-10	-14	3	2	13	3	-2	-20	5	-0.5
CCOC(=O)Cc1csc(NS(=O)(=O)c2ccc3c4c(cccc24)C(=O)N3CC)n1	-9	-8	0	0	-1	-4	.	-69	5	-0.3
COc1ccccc1NC(=O)Cn1cnc2sc(C(=O)NCc3ccco3)c(C)c2c1=O	6	-3	3	0	-11	-3	.	24	4	1.1
O=C(Nc1cccnc1)c1ccc(Oc2ccccc2)cc1	2	-12	1	.	-7	-2	41*	-23	52	-1.6
CSCCC(NC(=O)c1ccco1)C(=O)N1CCN(Cc2ccccc2)CC1 (centres undefined)	-19	-14	1	-4	-12	6	6	-12	-3	-0.3
O=C(NC1CCCc2ccccc21)c1ccc([N+](=O)[O-])cc1 (centres undefined)	12	5	-6	-3	1	2	-1	21	9	0.5
C/C(=N\NC(=O)C(c1ccccc1)c1ccccc1)c1ccc(O)cc1	4	-3	2	5	8	-1	-1	9	-5	0.3
Cc1ccccc1C(=O)NCC(=O)OCCOc1ccc(C(C)C)c(C)c1	-18	-13	-9	1	9	6	11	-21	-7	0.8
C=CCS(=O)(=O)c1cccc2cccnc12	-12	-4	-2	0	3	5	-3	29	3	-0.5
CC(C)CCNC(=O)CCc1nnc(Cc2c[nH]c3ccccc23)o1	9	-4	2	.	4	-3	-1	-15	-16	-0.8
Cc1occc1-c1nnc(SCC(=O)NC2CCC(C)CC2)o1 (centres undefined)	-11	1	1	1	-8	4	4	-3	3	0.1
Cc1ccc(-c2noc(CNC(=O)c3ccoc3C)n2)cc1	13	-8	-3	-4	-15	-5	0	1	0	-0.4
CCOc1ccc(NC(=O)CC2C(=O)N(c3ccccc3)C(=O)N2Cc2ccccn2)cc1 (centres undefined)	-12	-12	-2	0	-3	0	.	-10	-5	1.9
COc1ccc(N2CC(C(=O)Nc3nc4ccc(F)cc4s3)CC2=O)c(OC)c1 (centres undefined)	4	-10	-1	3	-5	-1	3	32	16	0.2
CCSc1nc(O)c(C(c2cccc(OC)c2)c2c(O)nc(SCC)[nH]c2=O)c(=O)[nH]1	-23	-5	2	1	-27	6	0	-4	.	2.1
CC(=O)COc1ccc2cc(-c3ccccc3)c(=O)oc2c1	-2	-17	-3	0	-15	0	19	0	.	-0.7
N#Cc1c(SCC(=O)Nc2ccccc2)nsc1SCC(=O)Nc1ccccc1	-1	25*	0	-4	-6	-2	-2	-14	-16	1.5
COc1ccc(S(=O)(=O)N2CCCOC2CNC(=O)C(=O)NCCCn2ccnc2)cc1OC (centres undefined)	4	1	-2	-2	17	1	-4	-71	2	-0.6
CC(=O)Nc1ccc(C(=O)Cn2c3[n+](c4c(F)c(F)ccc42)CCCCC3)cc1	2	-3	0	-4	1	5	-4	1	-7	-0.6
O=C(O)c1ccc(CSc2nc(-c3ccccc3)cc(C(F)(F)F)n2)cc1	-9	-2	-1	0	6	3	0	2	12	2.2
CC(=O)Nc1ccc(S(=O)(=O)N2CCC(NC(=O)C(Cc3ccc(C)cc3)NC(C)=O)CC2)cc1 (centres undefined)	-19	-4	6	-2	10	0	-1	-26	5	1.6
COc1ccc(CNC(=O)CN2C(=O)COc3ccc(S(=O)(=O)N4CCCCC4)cc32)cc1	-31	-9	3	0	3	-1	2	-1	10	.
O=C(COC(=O)C1CC2CCCC(C1)C2=O)Nc1ccccc1 (centres undefined)	-11	-4	-2	-1	-17	-1	5	24	9	-1.1
COc1ccc(C(=O)N/N=C/c2ccc(OC(=O)c3ccccc3)cc2)cc1	-13	-6	-1	-1	17	4	.	28	11	1.3
CCn1c(SCC(=O)Nc2nccs2)nnc1C1CC1	15	-7	1	-2	15	1	2	-30	4	0.2
Nc1c2c3c(sc2nc(=O)n1N)CCCC3	-11	-4	2	0	-10	5	-1	1	-5	-3.3
COc1ccc(CN(C(=O)c2nsc(Cl)c2Cl)C(C(=O)NC2CCCC2)c2ccc(OC)cc2)cc1 (centres undefined)	7	4	-1	0	-15	-3	-9	-25	14	-0.5
NC(=O)c1ccsc1NC(=O)COC(=O)CCOc1ccccc1	-16	-7	-1	31	-16	6	-2	-8	3	-3.3
COc1ccccc1OCC(=O)Nc1nonc1NC(=O)COc1ccccc1OC	23	8	0	-1	-6	-7	2	-29	4	1.1
CC(=O)Nc1ccc(S(=O)(=O)N2CCCCC2C(=O)O)cc1 (centres undefined)	-13	-2	0	1	1	5	0	-19	-8	0.8
CCOc1cc(C2NC(=O)c3ccccc3O2)ccc1OC(C)C (centres undefined)	-3	-3	-2	15	-5	3	0	18	.	-0.2
CCCOc1ccc(/C=N/NC(=O)C(C)Sc2ccccn2)cc1OCC (centres undefined)	-6	-8	0	2	1	-2	-1	40	2	-2.6
O=C(CCCCCNS(=O)(=O)c1ccc(Br)cc1)NCCN1CCOCC1	-10	5	4	10	-11	3	-4	-1	-2	0.7
CCOC(=O)N1CCN(S(=O)(=O)c2ccc(C(=O)N(CCN(CC)CC)c3nc4ccc(C)cc4s3)cc2)CC1	-24	10	-3	1	-7	0	-1	-12	19	-0.9
COc1ccc(CNC(=O)C2CCN(S(=O)(=O)c3ccc(-c4nn[nH]n4)cc3)CC2)cc1	0	-1	-5	-1	10	0	.	-6	0	-0.6
CC(=O)NC(Cc1c[nH]c2ccccc12)C(=O)N/N=C/c1ccccc1 (centres undefined)	7	-8	-7	6	8	-1	-2	11	-4	0.1
O=C(c1ccc(N2CCCC2=O)cc1)N1CCOCC1	-3	0	3	0	-10	2	.	2	1	1.5
COc1ccccc1N(CC(=O)N/N=C/c1c(O)ccc2ccccc12)S(C)(=O)=O	-24	-8	-5	0	-11	2	-8	49	-46	-0.7
